MgcRacGAP inhibition: MgcRacGAP GTPase-activating activity inhibitors, confirmation, biochemical, ADP Hunter fluorescence; Rac GTPase-activating protein 1 (Homo sapiens); MgcRacGAP-stimulated Rac1 GTP hydrolysis, ADP Hunter fluorescence; higher % means a stronger effect; GST-tagged Rac1 F28L mutant substrate; inhibition, % at 30 µM; hits with a dose series show IC50 in µM; 340,000 tested, 0.6% active;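 active means first-screen hits whose inhibition reached a set limit at any dose in the follow-up dose series; inconclusive means inhibition above the set first-screen limit but never retested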;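 further: fluorescence reports GDP produced by GAP-driven GTP hydrolysis; strong numbers were not always called active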
Siah-1 displacement: Siah-1 peptide-binding antagonists, primary screen, biochemical, fluorescence polarization, rhodamine-plectin, uHTS (AID 1817); E3 ubiquitin-protein ligase SIAH1 (Homo sapiens); Siah-1 / rhodamine-plectin peptide fluorescence polarization; higher % means a stronger effect; displacement, % at 20 µM; hits with a dose series show IC50 in µM; 290,000 tested, 0.02% active;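 active means displacement of at least 50% at 20 µM, with a fluorescence ratio check between 0.3 and a set limit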;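 further: plate controls were Siah plus tracer with DMSO for no effect and tracer alone without Siah for full effect; strong numbers were not always called active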
Dengue-2 NS5 capping: Dengue-2 NS5 methyltransferase inhibitors, primary screen, biochemical, confirmation dose response (AID 588689); Genome polyprotein (Dengue virus type 2 (strain 16681-PDK53)); Dengue-2 NS5 methyltransferase capping enzyme assay, biochemical; higher % means a stronger effect; one-dose inhibition, % at 25 µM; IC50 in µM for titrated hits; 340,000 tested, 0.3% active; in the data active means a potency from the dose series; inconclusive means inhibition above about 29% without an active follow-up result
West Nile antiviral: West Nile virus antiviral activity, cell-based, CPE readout (AID 1621) | one-dose CPE inhibition, % at 10 µM; IC50 in µM for titrated hits | West Nile virus-infected cells, CPE inhibition; higher % means a stronger effect | 290,000 tested, 0.02% active; in the data active means a potency from the dose series; inconclusive means CPE inhibition mostly from about 3.7% at the one dose, without a potency; inactive means the rest, 99 in 100 with CPE inhibition below about 2.2%; further: strong numbers were not always called active
Large T inhibition: SV40 large T antigen inhibitors, biochemical (AID 1903) | inhibition, % at 20 µM; hits with a dose series show IC50 in µM | SV40 large T antigen ATPase/helicase inhibition assay; higher % means a stronger effect | 310,000 tested, 0.39% active; in the data active means a potency from the dose series; inconclusive means inhibition mostly from about 32% at the one dose, without a potency; inactive means the rest, 99 in 100 with inhibition below about 32%; further: strong numbers were not always called active
AID2073: inhibitors of Mint1-CaV2.2 protein interaction, biochemical, HTRF (AID 2073) | inhibition, % at 20 µM, or IC50 in µM where a hit was titrated | 290,000 tested, 0.19% active | Voltage-dependent N-type calcium channel subunit alpha-1B (Homo sapiens) | HTRF protein-protein interaction, Mint1-CaV2.2; higher % means a stronger effect; in the data active means inhibition mostly above about 51%, no sharp cut-off; inconclusive means no clear call, values can overlap the other calls; inactive means mostly below about 53%; further: some results filed as inactive read as strong as hits
NTR1 agonist: agonists of NTR1, primary screen, imaging, U2OS cells, beta-arrestin-GFP, high content (AID 493036); activation, % at 20 µM; 330,000 tested, 0.17% active; Neurotensin receptor type 1 (Homo sapiens), P30989; NTR1-U2OS beta-arrestin-GFP spot imaging, agonist mode;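 active means activation at or above 40% of the spot to cytoplasm intensity ratio, with at least 20 cells analyzed; inconclusive means wells under 20 cells, flagged as cytotoxic or low count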;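 further: 0% = DMSO without peptide and 100% = 100 nM NTR1 peptide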
Target sequence (P30989 whole entry, looked up): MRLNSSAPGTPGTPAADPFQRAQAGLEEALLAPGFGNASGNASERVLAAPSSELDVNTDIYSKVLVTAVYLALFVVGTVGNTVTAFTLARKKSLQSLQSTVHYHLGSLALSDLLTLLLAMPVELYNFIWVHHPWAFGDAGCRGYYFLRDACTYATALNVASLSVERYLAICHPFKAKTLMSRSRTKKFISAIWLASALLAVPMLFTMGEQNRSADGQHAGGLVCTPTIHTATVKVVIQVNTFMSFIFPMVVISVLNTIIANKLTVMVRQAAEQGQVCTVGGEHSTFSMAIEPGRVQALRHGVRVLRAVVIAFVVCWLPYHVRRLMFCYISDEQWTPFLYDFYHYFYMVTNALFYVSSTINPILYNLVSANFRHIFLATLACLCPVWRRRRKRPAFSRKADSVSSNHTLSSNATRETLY
K1F lysis inhibition: inhibition of K1F phage lysis, E. coli UTI89, bacterial capsule biogenesis inhibitors, alamar blue (AID 488966); E. coli UTI89 K1F phage lysis, alamar blue, 2 h; higher % means a stronger effect; one-dose inhibition, % at 100 µM; IC50 in µM for titrated hits; 340,000 tested, 0.02% active;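 active means phage lysis inhibition, versus mean bacterial control, above a set limit; inconclusive means no clear call, values can overlap the other calls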;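 further: capsule biogenesis inhibitors block K1F phage lysis so surviving cells raise fluorescence; higher fluorescence means more inhibition of phage lysis; actives were called in the ten point dose series up to 300 µM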
RSV CPE inhibition: RSV antiviral activity via CPE protection, HEp-2 cells, primary 10 µM value included (AID 2391); HEp-2 cells, RSV-induced CPE inhibition; higher % means a stronger effect; CPE inhibition, % at 10 µM; hits with a dose series show IC50 in µM; 310,000 tested, 0.13% active; in the data active means a potency from the dose series; inconclusive means CPE inhibition mostly from about 23% at the one dose, without a potency; inactive means the rest, 99 in 100 with CPE inhibition below about 21%; further: strong numbers were not always called active
NTR1 agonist cell count 20 µM: recorded beside NTR1 agonist, whose call it bears; cell count; measured here: cell count, cytotoxicity flag
Dengue-2 NS5 capping pilot replicate: second read-out of Dengue-2 NS5 capping, no call of its own (marks repeat the call); inhibition, %; measured here: pilot screen replicate inhibition
* hit, by the source's call; u = inconclusive; x = no result given; & = joins results of further samples; [ ] = another dose, or the depositor's remark.

SMILES	MgcRacGAP inhibition	Siah-1 displacement	Dengue-2 NS5 capping	West Nile antiviral	Large T inhibition	AID2073	NTR1 agonist	NTR1 agonist cell count 20 µM	K1F lysis inhibition	RSV CPE inhibition	others
CNC(=O)COc1ncnc2sc(C)c(C)c12	11.9%	-0.6%	-9.6%	0.2%	8.4%	2.3%	-0.1	65	-2.3%[50 µM]	0.2%
O=C(Nc1ccccc1C(=O)NCCc1ccccc1)c1ccco1	6.9%	-1.9%	-8.3%	-0.2%	1.9%	3.8%	0.0	46	0.0%	0.7%
O=C(OCC(=O)N1CCN(C(=O)c2ccco2)CC1)c1sc2ccccc2c1Cl	3.5%	1.9%	-4.1%	-0.4%	0.6%	0.9%	1.0	55	0.1%	0.4%
COCc1cc(C)nc(N/N=C/c2ccc(Cl)c(Cl)c2)c1C#N	9.1%	2.6%	0.0%	-0.8%	2.8%	-2.3%	0.0	88	0.4%	1.3%
Cc1ccccc1Oc1ccc(-c2nc(N)nc(N)n2)cc1	8.5%	-2.0%	3.9%	0.4%	17.4%	-3.5%	-2.1	98	0.6%	11.2%
O=C(O)c1ccc(NC(=O)c2ccccc2NC(=O)c2ccccc2Br)cc1	5.9%	1.1%	-6.9%	-0.5%	8.3%	-2.2%	3.4	53	1.7%	2.6%
COc1ccc(NC(=O)C(CCS(C)(=O)=O)NC(C)=O)cc1 (stereo not drawn)	3.1%	-1.9%	-0.7%	0.2%	2.4%	6.4%	0.1	49	0.2%[50 µM]	0.8%
CCOc1ccc(NC(=O)CN(C)C(=O)CCCc2nc3ccccc3c(=O)[nH]2)cc1OCC	4.3%	x	1.5%	x	8.4%	x	0.1	47	1.2%[50 µM]	1.4%
CN1CCN(Cc2nc(Cc3cccc(F)c3)no2)CC1c1ccccc1 (stereo not drawn)	6.1%	-3.6%	2.2%	-0.5%	x	-15.4%	1.9	49	0.2%	-1.9%
N#Cc1c(N)nc(SCc2ccccc2)c(C#N)c1-c1ccco1	-4.1%	-2.1%	-2.7%	-0.9%	-0.6%	19.5%	8.7	44	4.1%	13.5%
O=C(NN1CC(C(=O)OCc2ccc(Cl)cc2Cl)CC1=O)c1ccccc1 (stereo not drawn)	-1.7%	-3.3%	-2.6%	0.2%	3.6%	12.3%	-0.6	56	0.8%[50 µM]	1.5%
COCCCNC(=O)CCc1nc(-c2ccccc2)no1	-2.6%	0.1%	2.4%	-0.2%	1.7%	-3.7%	0.0	96	-0.2%	1.9%
Cn1c(=O)c2c(nc(CN3CCN(Cc4ccccc4)CC3)n2CCN2CCOCC2)n(C)c1=O	-1.1%	-4.0%	-0.3%	-0.4%	u	0.4%	1.5	79	-0.2%	-0.6%
CCc1ccccc1NC(=O)CSc1nnc(CCNC(=O)OC(C)(C)C)o1	3.9%	-0.5%	4.6%	-0.5%	7.3%	41.1%	0.0	57	0.5%	0.8%
O=C(NCCc1ccc(F)cc1)c1coc(=O)c(Br)c1	1.6%	4.1%	-7.9%	1.0%	14.6%	-8.9%	-1.0	101	0.0%	14.3%
Cc1cc(C)c(NC(=O)C(C)Sc2nnc(-c3ccco3)n2-c2ccccc2)c(C)c1 (stereo not drawn)	x	-1.5%	x	-0.1%	17.0%	2.5%	x	x	x	x
CCOc1ccc(NC(=O)[C@@H]2CCCN2C(=O)c2cccs2)cc1S(=O)(=O)N1CCOCC1	-0.6%	x	2.9%	x	x	x	1.2	71	1.2%[50 µM]	0.4%
CCC1Oc2ccccc2N(CC(=O)NCCCN2CCCCC2C)C1=O (stereo not drawn)	-1.4%	-0.1%	-7.2%	-0.4%	2.3%	37.4%	0.1	42	-1.9%	-0.7%
O=C(O)CCC(=O)Nc1ccc(C(=O)N2CCCCC2)cc1	-2.2%	-0.5%	-4.9%	-0.1%	-1.6%	-3.8%	-0.2	56	0.4%	0.0%
O=C(COC(=O)CNC(=O)c1ccco1)Nc1ccc(Cl)cn1	7.5%	-2.5%	10.8%	0.4%	8.1%	-4.7%	-1.1	45	-0.1%	0.5%
CN(Cc1ccccc1)S(=O)(=O)c1ccc(Cl)c(C(=O)OCC(N)=O)c1	-3.2%	-5.5%	2.4%	-0.1%	-0.1%	2.5%	1.0	54	1.2%[50 µM]	1.1%
COc1cc2c3nnc(-c4ccccc4)c-3cn(Cc3ccc(F)cc3)c2cc1OC	14.1%	2.8%	-19.8%	-0.9%	1.6%	u	12.0	65	0.3%	0.0%
Cc1ccc2c(c1)C(=O)C(=O)N2Cc1ccc(F)cc1	12.1%	x	-11.6%	x	x	x	3.7	71	0.3%	x
COCC(C)n1c(C)cc(C(=O)CSc2nnc(-c3ccco3)o2)c1C (stereo not drawn)	-4.9%	x	1.6%	x	x	x	4.0	66	1.0%	x
COC(=O)C1CSC(C(=O)OC)N1C(=O)Nc1c(C)cccc1C (stereo not drawn)	1.8%	6.9%	-2.4%	0.5%	18.7%	15.6%	1.4	63	0.7%	-0.1%
O=C1CCN(CCc2ccccc2)CCN1[C@H](COc1ccccc1)c1ccccc1	7.4%	5.8%	-0.8%	-0.7%	22.9%	10.0%	1.9	91	1.5%	-3.1%
CC(C)(C)c1ccc2oc(=O)cc(-c3cccc(-c4ccc(C(F)(F)F)cc4)c3)c2c1	7.6%	x	1.0%	x	x	x	2.1	53	0.5%	x	Dengue-2 NS5 capping pilot replicate=4.2
C/C(CC(=O)NC(C)(C)C)=N\NC(=O)c1ccccc1N	5.7%	-2.5%	-5.5%	0.4%	5.2%	14.0%	-0.3	56	0.1%	1.2%
COCCN(C(=O)COC(=O)CCn1c(C)csc1=O)c1c(N)n(Cc2ccccc2)c(=O)[nH]c1=O	0.3%	x	-5.8%	x	8.0%	x	0.1	40	0.1%[50 µM]	-1.4%
O=C(O)C1C2C=CC3(CN(C4CCCC4)C(=O)C13)O2 (stereo not drawn)	2.9%	-0.2%	2.2%	-0.1%	-5.2%	3.3%	-3.1	40	-4.6%	-0.4%
O=C(NCc1cccs1)c1cccnc1Cl	10.5%	5.5%	-10.3%	-0.3%	-1.5%	0.1%	0.5	74	1.0%[50 µM]	0.8%
Cc1ccc(S(=O)(=O)NCCCNc2ccc([N+](=O)[O-])cc2)cc1	1.1%	8.3%	-5.1%	-1.1%	10.9%	-4.4%	0.5	59	-0.5%	15.2%
COc1ccc(Cc2nnc(SCc3ccc([N+](=O)[O-])cc3)o2)cc1	1.5%	-1.1%	-4.4%	-0.4%	21.0%	-5.0%	-1.1	48	-0.1%	4.7%
O=C(CSc1ccc([N+](=O)[O-])cc1)Nc1nnc(C2CC2)s1	8.2%	x	11.3%	x	x	x	-0.5	47	-2.9%	x
CN(C)CCCNC(=O)c1cc2c3ccccc3n(C)c2s1	14.7%	-1.2%	-2.3%	u	0.7%	0.5%	-1.6	63	-0.6%	-2.1%
O=c1nc(-c2ccccc2)cn[nH]1	7.7%	-1.2%	-10.4%	0.0%	4.4%	2.0%	0.5	47	1.0%	0.4%
O=C(O)CCSc1nnc(-c2ccc3c(c2)OCO3)o1	-2.1%	3.5%	-4.0%	0.9%	0.6%	0.6%	-0.7	90	0.0%	1.2%
COc1ccc(CCOC(=O)c2ccc(N)c([N+](=O)[O-])c2)cc1	6.0%	8.5%	4.5%	-0.8%	23.8%	u	12.2	63	-0.1%	13.5%
O=C1c2ccccc2C(=O)N1CCCCN(C(=O)c1cc([N+](=O)[O-])ccc1Cl)c1ccc(Cl)cc1	7.2%	4.1%	-5.1%	-1.5%	5.6%	2.2%	-0.3	55	1.0%[50 µM]	u
Cc1cc(=O)[nH]c2c(C)cc(S(=O)(=O)NCc3ccccc3)cc12	5.5%	3.3%	0.7%	0.0%	18.6%	2.3%	0.4	48	1.4%[50 µM]	1.7%
N#C/C(=C\c1cccs1)C(=O)NCc1ccccc1	11.2%	1.6%	-5.5%	-0.4%	9.9%	-1.8%	-0.1	78	1.2%[50 µM]	0.6%
COc1ccc(CC(=O)NNC(=O)COc2ccc(F)cc2)cc1S(=O)(=O)N1CCOCC1	1.6%	x	-6.9%	x	x	x	0.4	49	3.9%	x
CCN=C1SC(CC(=O)Nc2ccccc2)C(=O)N1CC (stereo not drawn)	-1.8%&-3.4%	2.5%	0.0%&2.3%	1.2%	1.6%	-8.9%	-0.3	47	2.8%&-1.2%	1.9%
O=C1COc2ccc(S(=O)(=O)Nc3ccc(F)cc3)cc2N1	5.0%	-0.3%	12.3%	-1.1%	3.4%	-2.5%	-2.2	59	0.2%	8.7%
COc1ccccc1N1CCN(c2nccc(C)n2)CC1	8.2%	-0.5%	-0.7%	0.1%	11.9%	7.6%	2.2	55	0.1%	1.0%
NC(=O)CSc1nnc2ccc(-c3ccco3)nn12	-1.7%	2.0%	-2.1%	0.8%	16.6%	u	-0.2	49	0.3%	-0.3%
CCOc1ccc(CN2CCN(C(=O)c3cccc4ccccc34)CC2)cc1	23.2%	1.1%	-1.9%	-0.9%	7.3%	8.2%	1.1	48	-0.3%	0.4%
NC(=O)c1ccc(NC(=O)CCN2C(=O)c3ccccc3C2=O)cc1	6.9%	2.1%	2.0%	-0.4%	14.4%	-1.2%	-1.0	50	0.3%	0.1%
CCN1CCN(CCNC(=O)c2ccc(/C=C3/Sc4ccccc4N(Cc4cccc(C)c4)C3=O)cc2)CC1	15.3%	-7.4%	-4.7%	-1.5%	14.3%	8.0%	32.6	47	-0.5%	-4.5%
COc1cccc(CN2CCN(C(c3ccccc3)c3ccccc3)CC2)c1O	26.4%	3.0%	-8.1%	-1.8%	9.0%	-0.4%	3.6	46	0.0%	-0.6%
Cc1cccc(N2CCN(S(=O)(=O)c3cccc4nonc34)CC2)c1C	5.3%	11.7%	-3.2%	0.0%	4.5%	8.5%	2.5	50	1.0%[50 µM]	u
CCOC(=O)c1cnn(CCOC(=O)c2ccc(F)cc2)c1NC(=O)c1ccc(F)cc1	7.4%	4.2%	-0.7%	-1.1%	1.2%	-0.7%	-1.5	67	1.3%[50 µM]	1.0%
COC(=O)CNC(=O)C1CCCN1C(=O)CNC(=O)OC(C)(C)C (stereo not drawn)	8.5%	6.8%	-0.7%	0.1%	19.4%	1.9%	0.2	57	0.4%	0.4%
